Assay outcomes as filed in PubChem BioAssay.
RXFP1 ag: agonists of human relaxin receptor RXFP1 | 370,000 compounds, 0.3% hits | AID 2676 | Potency, µM (titrated, usually from 57.5 µM), for inactives: at the highest dose activation, actives largely listed as activators | HEK293T-RXFP1 cAMP TR-FRET, 30 min; response scale: percent of porcine relaxin response, buffer zero | Q9HBX9; further: potency means the concentration at half of the fitted maximal effect; on the % scale 0 is the no-effect control and ±100 the full control effect; nearly all actives have a fitted effect of over 60% in size; many of its hits are not listed in these tables
Target sequence (Q9HBX9 whole entry, looked up): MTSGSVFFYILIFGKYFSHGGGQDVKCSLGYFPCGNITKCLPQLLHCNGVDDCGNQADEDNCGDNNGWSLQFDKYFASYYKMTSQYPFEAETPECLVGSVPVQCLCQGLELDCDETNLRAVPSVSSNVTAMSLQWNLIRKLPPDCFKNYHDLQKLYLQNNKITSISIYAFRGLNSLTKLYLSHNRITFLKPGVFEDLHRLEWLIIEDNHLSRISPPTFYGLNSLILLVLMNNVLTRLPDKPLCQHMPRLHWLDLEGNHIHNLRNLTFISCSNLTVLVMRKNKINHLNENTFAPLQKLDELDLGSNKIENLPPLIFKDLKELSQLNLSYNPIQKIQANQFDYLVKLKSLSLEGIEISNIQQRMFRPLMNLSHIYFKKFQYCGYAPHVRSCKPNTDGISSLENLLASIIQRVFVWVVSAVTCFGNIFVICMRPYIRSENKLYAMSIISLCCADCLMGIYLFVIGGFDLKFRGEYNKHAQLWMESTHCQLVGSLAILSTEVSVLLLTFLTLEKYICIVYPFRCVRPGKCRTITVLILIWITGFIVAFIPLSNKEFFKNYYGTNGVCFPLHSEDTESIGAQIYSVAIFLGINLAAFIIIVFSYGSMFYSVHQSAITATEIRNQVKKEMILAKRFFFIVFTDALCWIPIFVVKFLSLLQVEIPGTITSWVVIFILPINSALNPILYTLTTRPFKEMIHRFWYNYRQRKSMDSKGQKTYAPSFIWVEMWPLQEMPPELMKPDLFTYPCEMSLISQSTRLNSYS
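HEK293T cells stably expressing RXFP1 were pretreated with the PDE4 inhibitor Ro 20174, exposed to compounds for 30 min at 37C, lysed, and cAMP was read by TR-FRET. Data normalized to buffer (basal) and 29 nM porcine relaxin (100%).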
D1 potentiator: enhances dopamine response at the human D1 receptor. P21728. HEK293 TREx D1 cells, calcium flux, dopamine EC20 potentiation. potentiation, % at 10 µM. 360,000 compounds, 0.036% hits. AID 504651; in the data active means potentiation above about 30%; further: 0% is about no effect
Vif-APOBEC3F blk: blocks the Vif interaction with APOBEC3F. HeLa A3F-eYFP + Vif (tagged APOBEC3F with the HIV-1 protein that degrades it), YFP fluorescence increase. Potency, µM (series often up to 46.1 µM), for the others: top-dose activity, negative = active. 390,000 compounds, 0.2% hits; further: potency means the concentration at half of the fitted maximal effect; % of control where 0% means no effect; nearly all actives have a fitted effect of over 65% in size
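HeLa cells stably expressing A3F-eYFP plus Vif, plated and incubated overnight at 37 deg C, then exposed to compounds overnight at 37 deg C. Blocked degradation read as raised yellow fluorescence (Ex 488/Em 500-530).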
Glioma ERSR ind: inducers of ER stress response in human glioma cells | U87-MG GRP78 promoter luciferase reporter, 16 h | Potency, µM, for inactives: at the top dose activation, usual class: activators | 420,000 compounds, 0.02% hits | AID 602332; further: potency means the concentration at half of the fitted maximal effect; series mostly up to about 76 µM; % of control where 0% means no effect; nearly all actives have a fitted effect of over 35% in size
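Stably transfected U87-MG human glioma cells carrying a GRP78-based luminescent sensor were seeded at 1000 cells/well, pin-dosed with compounds and incubated 16 h. Luciferase reagent was then added, and end-point luminescence was read after 10 min at room temperature.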
D1 antagonist: blocks dopamine activation of the human D1 receptor. HEK293 TREx D1 cells, calcium flux, dopamine EC80; hits give low values. activity change, negative = inhibition, % at 10 µM. P21728. 360,000 compounds, 3.2% hits; in the data active means activity change below about -30%; further: on the % scale 0 is the no-effect control and ±100 the full control effect
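Calcium flux readout: force-coupled, inducible Hek293 Trex D1 line, cells induced overnight at 30 C with tetracycline, dye-loaded 30–90 min at RT. Antagonism scored against EC80 dopamine challenge given 180 s after compound.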
LDHA inh: inhibitors of human lactate dehydrogenase A; purified LDHA, NADH/diaphorase-resazurin fluorescence; hits give low values; activity change, % (values are at about 110 or 230 µM); 480,000 compounds, 0.15% hits; in the data active means activity change below about -30%; inconclusive means mostly about -25% to -30%;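 further: plate controls were DMSO wells for no effect and wells without enzyme for full effect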
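Human LDH5 (2 nM) was incubated with 0.06 mM NADH and 0.2 mM pyruvate for 5 min at room temperature in Tris pH 7.4. Remaining NADH was coupled through diaphorase/resazurin, and resorufin fluorescence was read at 0 and 20 min.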
Vif-APOBEC3G blk: Vif-A3G binding inhibition. Q9HC16. HeLa A3G-eYFP + Vif (tagged APOBEC3G with the HIV-1 protein that degrades it), YFP fluorescence, overnight. Potency, µM (highest dose often 46.1 µM), without a hit: at the highest dose activity, negative = active, usual class: inhibitors. 410,000 compounds, 0.076% hits;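 further: potency means the concentration at half of the fitted maximal effect; on the % scale 0 is the no-effect control and ±100 the full control effect; nearly all actives have a fitted effect of over 60% in size; hits raise eYFP signal because A3G escapes Vif-driven loss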
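Read-out is eYFP fluorescence (Ex 488/Em 500-530) from Vif-expressing HeLa A3G-eYFP cells; more signal means A3G escaped Vif-mediated degradation. Cells plated overnight, compound pinned in, incubated overnight at 37 deg C.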
D2 potentiator: positive allosteric modulators of human D2 dopamine receptor; P14416; HEK293 T-REx D2, calcium flux, EC20 dopamine potentiation; potentiation, % at 10 µM; 340,000 compounds, 0.34% hits; AID 485347;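 active means potentiation over 3 SD above the plate norm, cut at about 30% in these data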; further: 0% is about no effect
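Potentiation of an EC20 dopamine calcium response measured kinetically over 180 s, after a preceding 180 s compound-only read flagging agonists. Cells: inducible Hek293 Trex D2 line, 4000/well, cultured overnight at 30 C before dye loading.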
D1 ag: agonists of human D1 dopamine receptor; P21728; HEK293 T-REx D1 cells, calcium flux, agonist mode; activation, % at 2 µM; 360,000 compounds, 1% hits; AID 504660; in the data active means activation above about 30%; further: 0% is about no effect
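Inducible HEK293 T-REx D1 cells, force-coupled to calcium signalling, were plated at 4000 cells/well with tetracycline and held overnight at 30 C. After no-wash calcium dye loading, compound-evoked calcium rise over 180 s flagged agonists.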
An asterisk follows results filed as active; u = inconclusive; x = not tested or not shown; & = joins results of further samples. Unless noted, the call rests on the fitted dose curve; in most records, active means well fitted curve in the direction sought with a large enough effect; inconclusive means small, poorly fitted or top-dose-only effect, or another doubt; inactive means no such curve, though single readings can be large; an effect the other way counts as inactive or inconclusive. An excerpt, so the mix of outcomes need not match the whole.

SMILES	RXFP1 ag	D1 potentiator	Vif-APOBEC3F blk	Glioma ERSR ind	D1 antagonist	LDHA inh	Vif-APOBEC3G blk	D2 potentiator	D1 ag
CN1CCC(=NNC(=O)CSCc2ccccc2)CC1	0.2%	-2	-5%	-3%	-8	-13	0%	x	1
COc1cc(OC)cc(C(=O)NNC(=O)CCOc2ccccc2OC)c1	0.9%	3	-9%	-6%	-1	-1	-7%	17	1
C#CCOCCOCCOCCNc1nc(N2CCN(C(=O)[C@H]([C@@H](C)CC)n3cc(CCCCN)nn3)CC2)nc(N2CCN(C(=O)[C@H]([C@@H](C)CC)n3cc(CCCN=C(N)N)nn3)CC2)n1	-0.5%	-10	-2%	-1%	4	0	1%	9	1
CCOc1cc(/C=N/O)ccc1OCc1ccc(C)cc1	2.1%	-4	-16%	2%	-24	-7	-18%	24	1
CC(C)Nc1nc(Oc2ccc(Cl)cc2)cc(C(F)(F)F)n1	-4.7%	-6	-15%	-4%	7	-3	2%	7	14
COc1ccc(C2=Nn3c(nnc3-c3ccccc3F)SC2)cc1OC1CCCC1	x	x	6%	-6%	x	-7	-24%	x	x
c1ccc(-c2cc(-c3cc(-c4ccccc4)on3)no2)cc1	x	x	-2%	0%	x	-7	0%	x	x
CCOC(=O)CN1C(=O)C2(OCCCO2)c2ccccc21	0.0%	7	0%	-4%	-5	-4	3%	-4	5
Cc1[nH]c2ccccc2c1/C=C/c1cc[n+](C)cc1	0.9%	-2	u	-3%	13	-13	3.2µM*	x	4
C/C(CC(=O)Nc1ccc(Cl)cc1Cl)=N\NC(=O)C(=O)N1CCCC1	2.8%	0	4%	5%	-5	-5	-4%	-2	2
CN(C)S(=O)(=O)c1ccc(NC(=O)CCCNC(=O)c2ccc(Cl)cc2)cc1	-1.0%	-9	-13%	3%	-6	-2	2%	0	1
CNC(=O)c1c(NC(=O)C2=COCCO2)sc2c1CCC(C)C2 (stereo not given)	-3.2%	1	4%	-4%	-29	-6	0%	0	0
Cc1ccc(NC(=O)Cn2c(-c3ccc(F)cc3)cnc2SCC(=O)Nc2c(C)cccc2C)cc1	-1.9%	-9	-27%	0%	-18	2	0%	11	1
COc1ccccc1N1CCN(C(=O)/C=C/c2ccc(C)cc2)CC1	-0.3%	1	8%	-3%	0	1	0%	-8	-2
CC1=C(C(=O)OC2CCCCC2)C(c2ccc(O)cc2)NC(=O)N1 (stereo not given)	-3.0%	4	9%	-2%	16	0	1%	12	-2
CC(CC(c1ccccc1)N1CCc2ccccc2C1)=NO (stereo not given)	x	x	-3%	-3%	x	-7	-7%	x	x
CCOc1ccc(NC(=O)C2CCCN(S(=O)(=O)c3c(C)noc3C)C2)cc1 (stereo not given)	3.7%	-6	-22%	-5%	0	-7	11%	-3	3
Cc1ccc(S(=O)(=O)NC2=C(N3CCN(Cc4ccccc4)CC3)C(=O)c3ccccc3C2=O)cc1	-3.7%	-5	4%	-2%	-3	14	-1%	-25	-1
O=C(CCN1C(=O)C2C3C=CC(C3)C2C1=O)NCCN1CCCc2ccccc21 (stereo not given)	0.1%	-4	9%	-6%	5	10	2%	-6	4
N#Cc1ccccc1Cn1c(=O)n(CCCC(=O)NCc2ccc3c(c2)OCO3)c(=O)c2sccc21	u	0	5%	0%	-15	-7	3%	20	2
CCOC(=O)/C(C#N)=C/Nc1ccsc1C(=O)OC	u	-1	14%	1%	4	-9	6%	0	0
O=[N+]([O-])c1ccccc1/C=N/n1c(-c2cccnc2)n[nH]c1=S	2.8%	-7	-4%	-3%	5	-2	1%	16	2
CC1C(C)N(C(=O)CCl)c2ccccc2N1C(=O)CCl (stereo not given)	x	x	-12%	-12%	x	-4	-25%	x	x
COc1cccc(C(=O)NC(=S)NCc2ccco2)c1	-0.8%	-14	3%	2%	12	-6	2%	-7	3
O=C(c1cc2ccccc2c(=O)o1)N1CCc2ccccc2C1	1.8%	-10	4%	5%	-15	-5	-2%	8	1
CCCCNC(=S)N(C)N=C1CCC(c2ccccc2)CC1 (stereo not given)	-0.7%	-7	-4%	5%	0	0	-4%	-3	1
Cc1ccc(C)c(S(=O)(=O)N2CCN(C(=O)[C@H](C)N3C(=O)C4CC=CCC4C3=O)CC2)c1 (stereo not given in full)	-1.1%	1	-9%	0%	-2	0	2%	x	1
COC(=O)C1=C(C)NC(C)=C(C(=O)OC)C1c1ccc(-c2cccc([N+](=O)[O-])c2)o1	-1.2%	6	0%	-5%	6	-1	-6%	-3	0
Cc1ccc(CNC(=O)CCC(=O)Nc2nnc(C3CCCCC3)s2)cc1	0.0%	6	-28%	-3%	-4	-5	-3%	-3	0
CC(C)(C)NC(=O)c1ccccc1-c1nc2ccccc2s1	0.0%	-2	-14%	-4%	-10	0	-3%	2	2
CC1Cc2cc(/C(O)=C3/C(=O)C(=O)N(CCN4CCOCC4)C3c3ccc([N+](=O)[O-])cc3)ccc2O1 (stereo not given)	-0.2%	-2	-8%	-3%	3	3	-6%	6	1
COC(=O)C(C)n1cnc2c(nnn2Cc2ccc(Cl)cc2)c1=O (stereo not given)	2.3%	-4	-7%	-5%	10	-4	-5%	11	10
C[C@H](CCC(=O)O)[C@H]1CC[C@H]2[C@@H]3CC[C@@H]4C[C@H](O)CC[C@]4(C)[C@H]3C[C@H](O)[C@]12C	x	x	7%&7%&0%	1%&-4%&2%&-1%	x	-6&-5&-1	0%&2%&3%	x	x
Cc1ccc2cc(CN(CC3CCCO3)C(=O)NC3CCCCC3)c(=O)[nH]c2c1C (stereo not given)	1.9%	-2	-3%	-3%	1	-4	4%	-4	2
N#Cc1cc(Nc2c(N)nc[nH]c2=O)c([N+](=O)[O-])cc1C#N	u	-1	-2%	-1%	-5	11	7%	-3	1
CCOc1ccc(NC(=O)N2CCCC2C(=O)NCC2CCCO2)cc1 (stereo not given)	0.3%	6	-2%	-3%	-12	-2	-3%	4	2
CCCOc1ccc(C(=O)CCC(=O)OCC(=O)Nc2ccc(Oc3ccccc3)cc2)cc1	1.3%	0	x	x	-16	x	x	-5	12
Cc1cccc(COc2ccccc2C(=O)NC2CCC(O)CC2)c1 (stereo not given)	1.8%	-7	2%	-3%	-5	-9	-4%	-2	8
O=C(CC1CCCCC1)NCCS(=O)(=O)N1CCN(c2ccccc2)CC1	-0.9%	-16	-6%	-2%	-9	-7	-2%	3	2
O=c1/c(=C/c2ccccc2)sc2nnc(-c3cccs3)n12	-0.7%	-2	-3%	-3%	8	-8	0%	-1	4
CCOC(=O)c1ccccc1NC(=O)c1ccc2nc[nH]c2c1	-2.7%	15	-6%	-3%	-3	0	0%	13	0
COc1cccc(NC(=O)c2cccc(NC(=O)c3ccco3)c2)c1	x	x	3%	-1%	x	-1	-8%	x	x
Cc1cccc(N2C(=O)C(CC(=O)Nc3cccc(F)c3)N(Cc3cccs3)C2=O)c1 (stereo not given)	2.2%	-2	-1%	-3%	1	6	-2%	0	10
CCOC(=O)[C@@H]1[C@H]2COc3ccc(Br)cc3[C@@H]2N2C(=O)N(c3cccc(F)c3)C(=O)[C@]12C	x	x	7%	-1%	x	-2	-2%	x	x
CC(C)CCN1CCN(Cc2cccc3nonc23)CC1CCO (stereo not given)	-0.1%	0	0%	-4%	-9	-3	-9%	-23	2
O=C(NNC(=O)c1cc(OCC(F)(F)F)ccc1OCC(F)(F)F)c1ccc(Cl)c(Cl)c1	1.3%	-9	1%	-5%	-3	0	-12%	1	6
Cc1cc(S(=O)(=O)N2CCCC(C(=O)Nc3ccc(C(=O)O)cc3)C2)ccc1Cl (stereo not given)	3.2%	-5	-7%	2%	-23	-7	-9%	-6	2
O=C1c2ccccc2C(=O)N1CCCc1nc(-c2ccccn2)no1	3.2%	2	3%	2%	3	-2	0%	14	4
COc1ccc(C(=O)COc2ccc3c(C)cc(=O)oc3c2)cc1	-0.2%	-4	0%	1%	-5	1&4	5%	-8	0
CCOc1ccc(CN(CC)C(=O)c2ccc3c(c2)[nH]c(=O)c(=O)n3CC)cc1OC	0.1%	x	-53%	-3%	17	-2	0%	-2	9
COCCNc1c(-c2cc3ccc(C)c(C)c3[nH]c2=O)nc2ccccn12	17%	-1	u	4%	8	2	0%	13	3
Cc1cnc(CNC(=O)c2ccc3oc(Cc4ccc(Cl)cc4)nc3c2)cn1	-1.9%	-2	0%	-2%	-25	-3	-3%	4	4
O=C(Cn1c(=O)n(-c2cccc(Cl)c2)c(=O)n1CC(=O)N1CCCCC1)N1CCCCC1	1.8%	0	2%	-7%	-8	-3	0%	29	2
COc1cccc2c1OCC([C@@H]1C[C@H]3CN(Cc4cccc(Cl)c4)C(=O)[C@]34CCCN14)=C2	-0.2%	-2	1%	-3%	2	3	3%	-1	1
O=C(CCc1ccccc1)N1CCN(C(=O)CCc2ccccc2)CC1	x	x	-5%	0%	x	-14	1%	x	x
COc1cc(Cl)c(C)cc1NC(=O)c1cc2c(s1)-c1c(C)cccc1OC2	2.1%	-4	-18%	-5%	8	-7	3%	-21	-1
O=C(c1ccco1)N1CCN(C(=O)c2ccccc2NS(=O)(=O)c2ccc(F)cc2)CC1	-1.4%	-3	3%	0%	-10	-8	-2%	19	0

Sorted by SMILES length (falling): three of the compounds above.
SMILES	RXFP1 ag	D1 potentiator	Vif-APOBEC3F blk	Glioma ERSR ind	D1 antagonist	LDHA inh	Vif-APOBEC3G blk	D2 potentiator	D1 ag
O=C(Cn1c(=O)n(-c2cccc(Cl)c2)c(=O)n1CC(=O)N1CCCCC1)N1CCCCC1	1.8%	0	2%	-7%	-8	-3	0%	29	2
CCOc1ccc(CN(CC)C(=O)c2ccc3c(c2)[nH]c(=O)c(=O)n3CC)cc1OC	0.1%	x	-53%	-3%	17	-2	0%	-2	9
O=C(CCc1ccccc1)N1CCN(C(=O)CCc2ccccc2)CC1	x	x	-5%	0%	x	-14	1%	x	x
